Compound activity from PubChem BioAssay.
Tat export inh – blocks Tat-dependent protein export in E. coli; E. coli MC4100 TorA-mCherry Tat export, fluorescence; inhibition, % at 10 µM; 0.036% of 340,000 active;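 active = mean replicate inhibition at least 50% and at least half of replicates individually reaching 50%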;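 also: exported cargo escapes ClpAP degradation while cytoplasmic cargo is degraded and loses fluorescence; 0% = median of neutral control wells and 100% = median of NaSCN control wells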
PKA-R1A act – activators of PKA-R1A complex. PKA-R1A dissociation, Cy5-IP20 fluorescence polarization; scaled: DMSO 0%, 113 µM cGMP 100%. activation, % at 11.4 µM. 0.083% of 340,000 active. AID 504707;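 active = percent activation above the mean of all tested compounds plus 3 SD, cut at about 19% in these data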;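 also: higher means more PKAc released from R1A so a rise in polarization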
HTR5A inv ag – HTR5A inverse agonism, opioid heterodimer counter-screen; inhibition, % at 9.3 µM; 0.083% of 340,000 active; HTR5A cell line, luminescence; in the data active = inhibition mostly above about 23%, no sharp cut-off; inactive = mostly below about 18%;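 also: 0% = cells with DMSO and 100% = no-cell wells with DMSO; some compounds called inactive have numbers as strong as hits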
Target sequence (P47898 whole entry, looked up): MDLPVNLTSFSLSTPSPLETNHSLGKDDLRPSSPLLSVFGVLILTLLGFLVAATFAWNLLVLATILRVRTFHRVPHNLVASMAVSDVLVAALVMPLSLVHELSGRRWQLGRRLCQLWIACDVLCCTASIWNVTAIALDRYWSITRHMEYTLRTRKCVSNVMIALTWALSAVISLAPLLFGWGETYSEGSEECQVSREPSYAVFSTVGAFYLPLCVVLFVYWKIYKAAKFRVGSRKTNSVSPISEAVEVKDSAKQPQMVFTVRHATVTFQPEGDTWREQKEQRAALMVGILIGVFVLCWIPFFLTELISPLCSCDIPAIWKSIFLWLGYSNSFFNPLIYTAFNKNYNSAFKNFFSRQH
HTR5A ag ctr – HTR5A agonism, opioid heterodimer counter-screen; HTR5A agonist assay, luminescence, cell-based; P47898; activation, % at 9.3 µM; 0.61% of 340,000 active; in the data active = activation mostly above about 9.5%, no sharp cut-off; inactive = mostly below about 7.6%;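 also: 0% = cells with vehicle only and 100% = reference agonist; strong numbers were not always called active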
AddAB inh – less growth of phage-infected E. coli with AddAB; 0.29% of 330,000 active; inhibition, % at 11.9 µM; E. coli expressing H. pylori AddAB, absorbance growth; in the data active = inhibition above about 12%;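 also: 0% = vehicle wells of infected cells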
PKA-R2B act – PKA-R2B complex activation. P22694+P31323. PKA-R2B holoenzyme dissociation, Cy5-IP20 fluorescence polarization; R2B truncated from residue 108, S112A mutant; 0% DMSO only, 100% 113 µM cGMP. activation, % at 11.4 µM. 0.079% of 340,000 active. AID 504700;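 active = activation above a cutoff set at the mean over all compounds plus 3 SD, cut at about 18% in these data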;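 also: higher means more holoenzyme dissociation and a rise in polarization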
CDK5 inh – CDK5/p35 (human) kinase inhibition; Q00535+Q15078; Recombinant CDK5/p35, ADP-Glo luminescence, 60 min; inhibition, % at 10 µM; 0.01% of 330,000 active; AID 488839;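 active = highest replicate inhibition of at least 50% and at least 75% of replicates reaching 50%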;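 also: plate controls were DMSO neutral control for no effect and GW8510 at 10 µM for full effect; many of its hits are not listed in these tables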
DAGLB inh – diacylglycerol lipase beta (human) inhibition. Q8NCG7. HEK293T DAGLB membrane lysate, EnzChek fluorogenic substrate. inhibition, % at 5.17 µM. 0.059% of 340,000 active. AID 504411; in the data active = inhibition above about 34%;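 also: 0% = enzyme with vehicle and 100% = wells lacking enzyme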
Target sequence (Q8NCG7 whole entry, looked up): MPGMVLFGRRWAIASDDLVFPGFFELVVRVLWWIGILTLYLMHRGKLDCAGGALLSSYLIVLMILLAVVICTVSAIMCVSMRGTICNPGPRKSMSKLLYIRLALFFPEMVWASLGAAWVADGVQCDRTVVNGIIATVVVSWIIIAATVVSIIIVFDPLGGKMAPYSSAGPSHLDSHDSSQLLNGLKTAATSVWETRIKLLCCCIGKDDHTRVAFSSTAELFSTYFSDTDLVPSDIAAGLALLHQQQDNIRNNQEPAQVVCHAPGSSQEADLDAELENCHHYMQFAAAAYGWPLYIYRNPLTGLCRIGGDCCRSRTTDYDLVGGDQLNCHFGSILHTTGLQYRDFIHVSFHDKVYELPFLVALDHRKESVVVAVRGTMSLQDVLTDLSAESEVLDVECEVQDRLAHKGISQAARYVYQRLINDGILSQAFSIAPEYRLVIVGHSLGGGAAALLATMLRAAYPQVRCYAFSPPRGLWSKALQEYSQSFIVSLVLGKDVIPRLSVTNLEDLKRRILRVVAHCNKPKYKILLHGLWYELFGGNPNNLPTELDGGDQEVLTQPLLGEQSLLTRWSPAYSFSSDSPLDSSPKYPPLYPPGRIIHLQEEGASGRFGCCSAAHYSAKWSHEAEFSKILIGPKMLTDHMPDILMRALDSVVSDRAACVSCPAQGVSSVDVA
phage Ecoli inh – E. coli growth loss with phage present | growth absorbance | inhibition, % at 11.9 µM | 0.26% of 360,000 active | AID 651602; in the data active = inhibition above about 11%
Ecoli viability – bacterial growth inhibition, counter-screen for AddAB inhibitors; E. coli V3065 growth, OD600 absorbance, 18 h; inhibition, % at 11.9 µM; 0.27% of 330,000 active; AID 449728;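 active = inhibition above the campaign's mean inhibition across all tested compounds plus 3 SD, cut at about 9.9% in these data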;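 also: uninfected addAB+ strain grown without phage in ampicillin broth; 0% = DMSO wells and 100% = ciprofloxacin 0.95 µg/ml wells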
Mot1-301 SUMO – blocks SUMOylation pathway, rescuing yeast Mot1-301 growth; S. cerevisiae Mot1-301 growth rescue, ATP luminescence, 38.5C; percent above DMSO median, 100 means doubled; growth rescue, % at 18.8 µM; 1% of 320,000 active;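 active = every valid replicate shows activation above 250% relative to neutral control wells; inactive = the rest, any valid replicate at or below 250%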;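 also: OY570 slx delta 5 strain wells were the positive control but not used for scaling; some compounds called inactive have numbers as strong as hits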
* marks the source's active call; other numbers are inactive results; / = no result given.

Order of values – Tat export inh	PKA-R1A act	HTR5A inv ag	HTR5A ag ctr	AddAB inh	PKA-R2B act	CDK5 inh	DAGLB inh	phage Ecoli inh	Ecoli viability	Mot1-301 SUMO
CN(C(=O)c1ccco1)c1nnc(C23CC4CC(CC(C4)C2)C3)s1
→ 2	-5	-29	9	-1.9	6	1.9	-5	2.5	1.1	31
CN(C)CCNc1ccc(CO)c2oc3ccc(O)cc3c(=O)c12
→ 2	-5	4	-1	/	-4	1.0	-1	4.6	/	/
CC[n+]1ccc(/C=C/c2c[nH]c3ccccc23)cc1
→ -3	-8	-11	3	2.8	-1	2.0	-23	-1.3	0.4	-3
O=C(c1c(Cl)cccc1Cl)N1CCCCCC1
→ 6	3	8	4	2.9	-1	0.1	-3	2.4	0.5	-8
CC1(C)CC(=O)C=C(NC2CCCCCC2)C1
→ -3	-4	-1	-2	1.0	-2	-1.2	-1	-0.5	-2.1	-5
O=C(CSc1ncccn1)N1CCCC1
→ -7	-3	-4	2	1.8	2	0.7	0	1.0	-0.1	52
COc1ccc(C2C=C(C)Nc3nc4ccccc4n32)cc1 (stereo not given)
→ 3	/	/	/	-0.7	/	-3.7	/	3.6	-2.1	-15
CC(C(=O)Nc1ccc(C#N)cc1)N(C)CC(=O)N(C)c1c(N)n(Cc2ccccc2)c(=O)[nH]c1=O (stereo not given)
→ -3	-10	-4	1	0.7	4	0.5	1	1.8	-1.6	-7
COc1ccc(-c2nc(N)n(C(=O)Cc3ccccc3)n2)cc1
→ 1	-7	6	2	-0.2	-18	-1.3	-3	2.1	1.6	12
COc1cc2c(cc1OC)CC(C(=O)NCc1ccccc1)NC2 (stereo not given)
→ -12	-4	-14	4	0.1	-6	-0.5	-3	3.0	1.3	310
CC(=O)N/N=C/c1cc(C(C)(C)C)cc(/C=N/NC(C)=O)c1O
→ -7	/	/	/	2.0	/	0.4	/	3.6	0.3	-1
CCc1cc2cc(C)ccc2nc1SCC(=O)NNC(=O)c1ccco1
→ -6	-5	2	-1	-0.9	-4	-4.2	1	-0.9	-1.8	19
CC(OC(=O)CCCN=C1NS(=O)(=O)c2ccccc21)C(=O)Nc1ccccc1[N+](=O)[O-] (stereo not given)
→ 0	-9	5	-2	0.6	-7	3.8	0	4.0	1.3	/
COc1ccc(C(=O)Nc2cccc3c2CCCC3)cc1OC
→ -11	8	8	-2	1.3	3	0.6	0	2.8	2.3	-11
CCOc1ccc(N2CC(NC(=O)c3cccc4ccccc34)CC2=O)cc1 (stereo not given)
→ 2	-2	-11	-1	2.7	2	0.1	1	0.4	0.3	0
COc1ccc(-c2cc(C(=O)N3CCN(S(=O)(=O)c4ccccc4)CC3)[nH]n2)cc1
→ -11	-3	-4	1	0.4	-2	2.1	0	0.5	-2.6	116
CC(C)c1nnc(NC(=O)CCC(=O)NCc2cccs2)s1
→ -4	0	11	-2	6.3	-11	-0.8	-1	2.9	1.9	759
CCC(C)NS(=O)(=O)c1ccc(S(=O)(=O)N(CC(=O)Nc2ccccc2)Cc2ccco2)cc1 (stereo not given)
→ -6	8	-9	15*	0.6	-3	-1.0	-5	1.9	2.4	5
FC(F)(F)c1cccc(CNc2ncccc2-c2nc3cc(Cl)ccc3o2)c1
→ -2	-7	-9	3	5.4	-7	-0.4	-1	2.5	0.2	/
CC(=O)Nc1ccc(C(=O)OCC(=O)N2CCC(Cc3ccccc3)CC2)cc1
→ 4	5	-1	0	0.2	2	-0.1	-1	2.0	-2.6	50
O=C(COC(=O)c1ccc(O)cc1)NC1CCCCCC1
→ 2	7	3	0	-0.9	-7	1.8	0	0.4	0.2	-13
NS(=O)(=O)c1ccc(NC(=S)NC(=O)/C=C/c2ccco2)cc1
→ -4	-5	5	-2	0.1	-3	-2.4	4	2.3	0.5	10
Cc1cccc(OCCCCCn2ccnc2)c1C
→ 1	4	-7	3	-2.3	-9	-1.2	-8	-1.2	-0.4	123
CN=C1c2cc3cc(OC)ccc3n2CCN1Cc1ccccc1
→ -11	-12	6	0	/	-14	0.9	1	2.0	/	/
CC(C)C(=O)Nc1ccc(C(=O)Nc2nnc(C(C)(C)C)s2)cc1
→ -1	/	/	/	4.0	/	0.5	/	3.6	2.2	-3
Cc1ccc(NC(=O)CN(C)C(=O)COC(=O)c2ccc(NC(=O)CC#N)cc2)cc1
→ -2	-3	10	-3	0.8	2	0.9	0	2.1	-2.1	-13
CCC/C(C#Cc1ccc(N(C)C)cc1)=C1/c2ccccc2C(=O)N1c1ccccc1
→ 2	-12	-31	12	3.7	-14	1.5	-13	4.5	0.2	5
CCc1ccc(NC(=O)CN2CCC(C(=O)c3ccc(OC)cc3)CC2)cc1
→ 5	-4	-18	-1	3.2	-12	0.0	-4	2.5	-1.4	269
Cc1ccccc1CN1[C@@H]2c3ccccc3C[C@@H]2OCCS1(=O)=O
→ 1	-6	10	1	1.9	-3	0.8	-4	0.5	-2.7	-1
CS(=O)(=O)N(CC(=O)NCc1ccncc1)c1ccc(Cl)c(Cl)c1
→ 5	-2	6	5	1.3	-6	-1.5	-4	3.6	-0.4	156
CN(C(=O)c1cc2ccccc2o1)c1c(N)n(Cc2ccccc2)c(=O)[nH]c1=O
→ 0	5	-28	11	1.2	-5	0.4	1	-1.4	-2.0	4
NS(=O)(=O)c1cccc(NC(=O)Cn2cc(C(F)(F)F)cc(Cl)c2=O)c1
→ -4	-8	-5	2	-2.6	-11	-3.9	0	0.5	-1.5	-12
Cc1ccc(Cn2nc(C)c(NC(=O)CSc3n[nH]c(C)c3[N+](=O)[O-])c2C)cc1
→ 1	1	0	0	0.2	7	-0.6	0	1.6	-1.2	8
O=C(Nc1ncc2c(n1)CC(c1ccccc1)CC2=O)c1ccco1 (stereo not given)
→ 14	-5	-6	4	0.8	-11	-0.3	-2	1.6	3.3	14
CCCC(O)(CCC)C(=O)NNc1ccccc1
→ -4	-5	-3	2	2.4	-3	0.9	1	2.1	1.5	22
COC(=O)c1cc(C)ccc1/C=C1/Cc2c(C)cc(C)cc2C1=O
→ -8	8	6	-2	/	-5	1.3	-6	3.5	/	/
O=C(Nc1ccccc1)/C(=C\c1ccncc1)NC(=O)c1ccccc1
→ 8	5	-11	2	-0.8	-5	-2.0	0	3.7	-0.4	169
CN(C)CCNC(=O)CCCNC(=O)Cn1cnc2sc3c(c2c1=O)CCCC3
→ -5	-2	-16	2	-0.2	11	0.2	0	0.5	-2.0	38
CCCNS(=O)(=O)c1ccc(OCC(=O)N2CCN(c3ccccc3)CC2)cc1
→ -4	-1	-1	0	-0.2	0	0.6	-1	0.9	1.6	-6
COc1ncccc1-c1nnn(-c2ccccc2Br)n1
→ 1	4	-22	4	3.1	-6	2.9	0	1.1	0.1	10
O=C1c2ccccc2C(Nc2ccccc2)N1Cc1ccc2c(c1)OCO2 (stereo not given)
→ -5	-7	-2	0	-1.9	5	1.7	-3	-0.6	-1.0	59
CN(C)N1C(=O)CC(N2CCCC2)C1=O (stereo not given)
→ 0	-2	1	0	0.7	0	3.2	-2	2.6	0.1	-5
Brc1ccccc1-c1ccccc1
→ 4	7	-7	2	2.0	-4	-2.9	-4	1.4	-0.5	34
COc1ccccc1Oc1nc([N+](=O)[O-])nn1CC(N)=O
→ -7	4	29	1	2.2	-6	1.2	2	3.4	2.4	-6
CC(=O)c1cccc(NS(=O)(=O)c2csc(C(N)=O)c2)c1
→ -1	0	6	-2	-1.1	8	-0.4	-1	4.8	-1.6	-15
CCOc1ccc(N2C(=O)CC(Cc3ccc(Br)cc3)C2=O)cc1 (stereo not given)
→ 4	9	-12	3	-1.1	-4	-1.2	-1	5.7	-1.4	244
CCc1ccc2ncc(C(=O)c3ccccc3)c(N3CCOCC3)c2c1
→ -1	-8	-13	4	-2.0	0	-0.8	1	/	-3.4	-10
CCOCCc1nnc(NC(=O)c2cc(OC)c(OC)cc2[N+](=O)[O-])s1
→ -6	-4	9	-3	1.4	-17	-1.3	1	0.9	0.0	5
CN(C)CCSc1nc2cc(S(=O)(=O)N3CCCCC3)ccc2o1
→ 13	-7	7	-3	2.0	-7	-0.2	0	4.7	-0.6	-1
COc1ccc(S(=O)(=O)n2nc(OC(=O)c3c(-c4ccccc4Cl)noc3C)cc2N)cc1
→ 21	-2	-22	0	3.2	-6	-5.1	-5	2.5	-2.7	-2

Other results:
Order of values – Tat export inh	PKA-R1A act	HTR5A inv ag	HTR5A ag ctr	AddAB inh	PKA-R2B act	CDK5 inh	DAGLB inh	phage Ecoli inh	Ecoli viability	Mot1-301 SUMO
CCCCCn1c(=O)[nH]c2cc(C(=O)NCc3ccc4c(c3)OCO4)ccc2c1=O
→ -3	-6	-5	5	-0.4	9	1.7	0	0.0	-1.3	3
Cc1cccc(OCC(=O)N(Cc2ccc(C)o2)C2CCS(=O)(=O)C2)c1 (stereo not given)
→ 0	3	-22	6	2.8	1	-0.3	-5	4.0	1.6	-6
CCOC(=O)CN(c1ccccn1)S(=O)(=O)c1ccc(OC)cc1
→ -3	1	-14	5	0.2	-2	-0.4	-4	1.5	2.1	-3
NS(=O)(=O)c1ccc(CNC(=O)Cn2nc(C(F)F)cc2C(F)F)cc1
→ 2	1	-17	7	-0.3	-5	-0.8	3	-0.1	-4.6	-5
CCc1ccccc1-n1cnc2cc(C(=O)O)ccc21
→ 1	-5	1	0	2.9	7	0.3	0	2.4	-0.2	-11
CN(CC(=O)NC(c1ccccc1)c1ccccc1)Cc1nc2ccccc2c(=O)[nH]1
→ -5	1	-1	-2	0.0	1	1.1	2	-2.1	2.4	-4
C=C1c2cc(CC)ccc2NC(=O)N1c1ccc(C)cc1
→ -4	13	8	-3	4.8	-11	1.7	2	3.5	0.4	-5
O=C(Cn1c(=O)c2cccn2c2ccccc21)NCCc1ccccc1
→ -11	-4	14	3	6.9	-7	-0.1	-2	1.1	-1.5	18
COc1ccc2cnn(-c3ccccc3)c(=O)c2c1OC
→ 2	-12	-15	4	1.4	-5	-0.6	3	0.6	0.8	-8
Nc1nc2cc3ccccc3cc2[nH]c1=O
→ -6	-2	-2	1	-1.7	16	1.9	1	-0.2	-0.2	20
COC(=O)C1=C(C(=O)c2ccc(C)cc2)C(c2ccccc2)n2nnnc2N1 (stereo not given)
→ -14	-1	-5	1	0.5	7	1.0	2	3.3	0.0	-11
CCOc1ccc(NC(=S)NC(=O)/C=C/c2ccc(OC)cc2)c([N+](=O)[O-])c1
→ 1	-7	-2	4	3.5	-5	1.1	1	1.7	-0.3	-3
Cc1nc(CCNC(=O)C2CCC(=O)N(CCc3cccc(F)c3)C2)sc1C (stereo not given)
→ 2	7	-9	4	/	4	0.5	3	1.0	/	-9
CC(C)c1nc(N2CCN(C(=O)c3ccco3)CC2)c(C#N)c2c1COC(C)(C)C2
→ 11	8	-8	3	1.5	7	-0.8	-2	3.0	-2.0	0
Cc1ccc2oc(=O)c3cnn(CC(=O)NCCc4ccsc4)c3c2c1
→ -11	-13	0	0	-1.4	-8	-0.6	-2	0.1	2.4	-18
COc1cccc(CN(C(=O)COc2ccccc2[N+](=O)[O-])C2CCS(=O)(=O)C2)c1 (stereo not given)
→ -3	-1	-6	2	-0.8	-4	0.2	0	/	-11	-10
CCCC(=O)NC(=S)Nc1ccc(N2CCN(C(=O)c3cccs3)CC2)cc1
→ 4	8	1	0	-1.3	-5	-1.8	1	0.2	-1.3	-4
